Bioassay records deposited in PubChem by several laboratories.
Lmaj promast: reduces viability of Leishmania major promastigotes | 9% of 200,000 active | inhibition, % at 10 µM | resazurin fluorescence viability;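 also: promastigotes grown with compound for 44 hours at 28 °C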
RAM inhibit: inhibitors of the yeast RAM network; S. cerevisiae dse1pr::URA3 reporter, 5-FOA growth OD615, 2 d; analog-sensitive cbk1-as2 kinase mutant strain; inhibition, % at 50 µM; 1.8% of 190,000 active; AID 868;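 active = inhibition above a set limit, 3 SD over mean compound inhibition, cut at about 8.4% in these data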;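 also: 0% = DMSO-only wells with no growth and 100% = 10 µM 1-NA-PP1 full growth; inhibition rescues growth on 5-FOA so higher OD means more RAM inhibition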
Hsp70 activator: transcriptional activators of Hsp70. HeLa Hsp70 promoter luciferase reporter, luminescence; scaled: vehicle 0, proteasome-inhibitor control 100%. activation, % at 10 µM. 0.04% of 200,000 active;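 active = activation above the mean across all tested compounds plus 3 SD, cutoff set per campaign, cut at about 5.5% in these data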;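 also: 100% = MG132 at 30 µM as the positive control and 0% = DMSO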
DTT redox prof: compounds producing H2O2 with reducing agent – biochemical, NIH compound library profiling, artefact control for MLSCN library redox annotation, primary screen; DTT-dependent redox cycling H2O2, phenol red/HRP absorbance; 100% = 100 µM peroxide control, 0% = buffer; activation, % at 10 µM; 0.03% of 200,000 active;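 active = activation of at least 50% relative to the plate's high and low controls in the primary single-dose screen; inactive = activation below 50%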;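 also: compound incubated with DTT at 0.8 mM final as the reducing agent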
TLR4-MyD88 BLA: inhibitors of human TLR4-MyD88 binding | O00206+Q99836 | HeLa CL3-4 TLR4/MyD88 BLA complementation, FRET ratio | inhibition, % at 8.4 µM | 0.18% of 200,000 active | AID 861; in the data active = inhibition above about 25%;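 also: 0% = vehicle and 100% = reference inhibitor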
S1P3 antag: antagonists of human S1P3 receptor; Q99500; 0.27% of 170,000 active; CHO S1P3 NFAT-BLA reporter, FRET fluorescence, antagonist mode; inhibition, % at 4.98 µM;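 active = inhibition above the plate cutoff, the mean inhibition of test wells on that plate plus 3 SD, cut at about 28% in these data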;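 also: cells challenged with S1P at its EC80 of 0.8 µM; blue over green emission ratio from cleaved BLA substrate after 4 h stimulation; 0% = S1P-stimulated wells and 100% = unstimulated DMSO-only wells; some compounds past the cut are filed as inactive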
Target sequence (Q99500 whole entry, looked up): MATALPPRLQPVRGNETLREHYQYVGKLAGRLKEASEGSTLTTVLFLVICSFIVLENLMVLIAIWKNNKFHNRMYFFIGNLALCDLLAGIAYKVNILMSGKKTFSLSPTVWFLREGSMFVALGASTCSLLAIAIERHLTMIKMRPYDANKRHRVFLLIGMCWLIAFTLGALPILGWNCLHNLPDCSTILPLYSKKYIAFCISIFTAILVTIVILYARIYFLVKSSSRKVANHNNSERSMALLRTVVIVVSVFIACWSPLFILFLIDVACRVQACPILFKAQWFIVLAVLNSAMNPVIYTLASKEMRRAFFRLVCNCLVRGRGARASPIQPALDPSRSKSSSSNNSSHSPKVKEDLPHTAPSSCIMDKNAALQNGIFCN
G6PDH counter: inhibits Leuconostoc G6PDH, flagging false hits in G6PDH-based assays; Purified L. mesenteroides G6PDH, diaphorase/resazurin coupled fluorescence, 45 min; inhibition, % at 5 µM; 0.12% of 200,000 active; AID 1020
Diaphorase act: counter-screen for diaphorase-based assays: diaphorase activators and chemical reducers; activation factor at 20 µM; 0.005% of 190,000 active; Diaphorase/resazurin coupled assay, resorufin fluorescence, 16 min; stronger effect = higher value; 1 = vehicle wells, 0 = NADH-free wells;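 active = diaphorase activity raised at least twofold by the compound at 20 µM; inactive = activation factor below 2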
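Material: purified diaphorase enzyme from Clostridium kluyveri; Also added: 0.114 mM NADH and 0.1 mM resazurin, final amounts; Doses: single compound dose of 20 µM, 1% DMSO final; Times: 16 min enzyme reaction, ambient temperature; Detection: resorufin fluorescence, excitation 544 nm, emission 590 nm; Measure: increased resorufin signal from activators or reducing compounds.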
PMI act hi M6P: increases human PMI activity with near-saturating mannose 6-phosphate; 0.34% of 190,000 active; activation factor at 20 µM; AID 1216; P34949; coupled PMI enzyme assay, resazurin fluorescence, 20 min; stronger effect = higher value; 1 = untreated enzyme, 0 = substrate-free blank;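 active = activation factor of 2 or more at 20 µM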
Target sequence (P34949 whole entry, looked up): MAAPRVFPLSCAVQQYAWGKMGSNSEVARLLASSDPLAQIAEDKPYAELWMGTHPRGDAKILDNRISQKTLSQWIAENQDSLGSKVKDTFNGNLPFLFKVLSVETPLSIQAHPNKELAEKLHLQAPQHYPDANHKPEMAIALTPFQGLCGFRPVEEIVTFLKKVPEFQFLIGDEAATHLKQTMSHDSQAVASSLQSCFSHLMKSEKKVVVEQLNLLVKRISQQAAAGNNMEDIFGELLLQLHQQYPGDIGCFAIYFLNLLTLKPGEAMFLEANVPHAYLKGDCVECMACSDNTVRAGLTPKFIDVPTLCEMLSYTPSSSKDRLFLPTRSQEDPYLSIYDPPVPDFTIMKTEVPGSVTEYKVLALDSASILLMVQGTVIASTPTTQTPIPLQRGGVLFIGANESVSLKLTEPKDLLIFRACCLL
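Test system – human PMI in coupled enzyme assay · Timing – 20 min incubation at room temperature · Detection – Diaphorase-driven resazurin-to-resorufin fluorescence, excitation 544, emission 590 nm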
PMI activator: activators of human phosphomannose isomerase; P34949; purified human PMI, coupled resazurin fluorescence, 20 min; stronger effect = higher value; 1 = vehicle control, 0 substrate-free wells; activation factor at 20 µM; AID 1214; 0.005% of 190,000 active;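 active = activation factor of 2 or more at 20 µM, relative to plate controls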
Diaph inh CS: counter-screen for diaphorase-based assays: diaphorase inhibitors and chemical oxidizers; 0.69% of 190,000 active; diaphorase resazurin-to-resorufin fluorescence, NADH, 16 min; bacterial (C. kluyveri) enzyme, not human; AID 1217; inhibition, % at 20 µM;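 active = primary screen inhibition at 20 µM above a set limit, cut at about 50% in these data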;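 also: plate controls were DMSO with full reaction for no effect and wells lacking NADH for full effect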
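Test system: bacterial diaphorase enzyme (C. kluyveri); Quantity: 0.14 U/mL diaphorase, enzyme working solution; Times: reaction incubation of 16 min at room temperature; Measured by: fluorescence of resorufin formed from resazurin, Ex 544/Em 590 nm; Benchmarks: positive control minus NADH, DMSO neutral control.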
Starred values were filed as active, the others as inactive; / = no result given. Rule as the data show it, unless noted: active = inhibition above about 50%; inactive = the rest. An unsorted share of the library; overall some 12% were active at least once.

SMILES | Lmaj promast | RAM inhibit | Hsp70 activator | DTT redox prof | TLR4-MyD88 BLA | S1P3 antag | G6PDH counter | Diaphorase act | PMI act hi M6P | PMI activator | Diaph inh CS
CN(C)/C=N/c1nccc(-c2cccs2)n1 | 28 | 2.3 | -0.1 | -1.1 | -9 | 1 | -2 | 0.9 | 0.9 | 1 | 8
CCOC(=O)c1c(CN2CCN(C)CC2)n(C)c2cc(Br)c(OC)cc12 | 100* | 1.5 | 0.1 | -2.2 | 2 | / | 6 | 1 | 0.9 | 1 | 1
CN(Cc1nccn1C)C(=O)CC1C(=O)NCCN1Cc1cccc(Oc2ccccc2)c1 (stereo not drawn) | -5 | 0.5 | -0.1 | -1.3 | -10 | 17 | 2 | 0.9 | 0.9 | 1 | 8
Cc1ccc(N2C(=O)c3ccccc3C2O)nc1 (stereo not drawn) | -8 | 1.4 | -0.5 | -1.6 | 10 | -11 | 9 | 0.9 | 0.9 | 0.9 | 14
CC1/C(=C\c2ccc(Cl)cc2)C(=O)C2CC1C2(C)C (stereo not drawn) | -4 | 0.5 | 0.0 | 0.0 | -11 | / | -10 | 0.9 | 1 | 0.9 | 11
CC(/C=C/c1ccc(N(C)C)cc1)=N\N=C(/N)SC1CC(=O)N(c2ccc(C(=O)O)cc2)C1=O (stereo not drawn) | -2 | 9.8* | 0.1 | -0.3 | -5 | -8 | -4 | 1 | 0.9 | 0.9 | -2
Cc1ccc(C)c(N2CCN(C(=O)CNS(=O)(=O)c3cccs3)CC2)c1 | -5 | 2.7 | -0.4 | -0.2 | 0 | / | -7 | 0.9 | 1 | 1 | 6
C/C=C/c1ccc(OCCSc2nc(C)cc(=O)[nH]2)c(OC)c1 | -10 | 2.4 | -0.2 | 0.3 | -11 | -33 | 6 | 0.7 | 0.8 | 0.9 | 28
C=C(C)CNC(=S)Nc1nc2c(cc1C(=O)OCC)CCCC2 | 28 | 12* | -0.6 | 0.0 | -16 | -7 | 3 | 1 | 1.1 | 1.1 | 4
CN(C)c1ccc(CNn2cnnc2SCc2ccc(F)cc2)cc1 | 25 | 1.1 | -0.5 | 2.6 | 5 | 2 | -6 | 0.9 | 1 | 0.9 | 12
CC(=O)Nc1ccc(N2CCCC(C)C2)c([N+](=O)[O-])c1 (stereo not drawn) | 11 | 1.7 | -0.2 | 0.9 | 15 | -13 | 4 | 0.7 | 0.5 | 0.9 | 26
CC(C)C(OC(=O)CCCC(=O)Nc1nccs1)C(=O)NC1CCCCC1 (stereo not drawn) | -7 | 1.4 | -0.4 | -0.4 | 4 | -5 | 14 | 0.8 | 0.9 | 0.8 | 22
Clc1cccc(N=C2NN=C(c3ccc4c(c3)OCCO4)CS2)c1 | 4 | 4.2 | 0.1 | -0.1 | 3 | / | 3 | 0.9 | 1 | 0.9 | 8
COc1cc(OC)cc(-c2nc3nc(C)c(CCC(=O)O)c(C)n3n2)c1 | -5 | 4.2 | 0.1 | 2.1 | -7 | -2 | 9 | 0.9 | 1.1 | 1 | 9
O=C(Nc1ccsc1C(=O)N1CCCCCC1)c1ccccc1 | 1 | 0.5 | -0.3 | 2.6 | -10 | / | 4 | 0.9 | 1 | 1 | 10
COc1cc(C(=O)Nc2ccc(O)cc2C(=O)O)ccc1OC(C)=O | -2 | 4.6 | -0.3 | 1.0 | 9 | / | 8 | 0.9 | 1 | 1 | 6
C=CCNC(=O)c1ccccc1NC(=O)c1ccc(Cl)c(S(=O)(=O)Nc2cccc(C)c2C)c1 | 19 | 3.4 | -0.3 | 0.1 | 14 | 0 | -14 | 0.8 | 1 | 0.8 | 21
COc1ccccc1NC(=O)Nc1ccc(Cc2ccncc2)cc1 | 12 | 1.4 | -0.1 | -0.3 | -11 | 2 | 2 | 0.9 | 1 | 0.9 | 12
CCCCN(C)CCCNC(=O)CS(=O)Cc1nc(-c2ccc(OC)c(OC)c2)oc1C (stereo not drawn) | 1 | 2.1 | 0.2 | 1.4 | -10 | -14 | -7 | 0.9 | 1 | 1 | 15
CC(NS(=O)(=O)c1ccc(Cl)c(Cl)c1)C(=O)OCC(=O)Nc1ccc2c(c1)OCO2 (stereo not drawn) | -3 | 0.2 | -0.4 | -2.2 | -10 | -2 | 12 | 0.8 | 0.8 | 0.9 | 24
O=C(O)CN1C(=O)C2C3CC(C2C1=O)C1C(c2ccc(Cl)cc2)c2sc(=O)[nH]c2SC31 (stereo not drawn) | -4 | 0.5 | -0.3 | 0.3 | 10 | -1 | 6 | 0.9 | 1 | 1 | 14
CCn1c(SCC(=O)N/N=C/C=C\c2ccccc2[N+](=O)[O-])nnc1-c1ccccc1 | -4 | 1.1 | -0.3 | 0.6 | 5 | / | 8 | 0.9 | 0.9 | 0.9 | 12
Cc1cc(Br)ccc1OCCCCN1CCCCC1 | 100* | 1.0 | -0.1 | 0.1 | -4 | -15 | 15 | 0.9 | 0.9 | 0.9 | 10
CCOC(=O)c1c(-c2cccs2)csc1NC(=O)CN1CC(C)OC(C)C1 (stereo not drawn) | 32 | 1.1 | -0.3 | -0.7 | -12 | 36 | 2 | 0.8 | 0.9 | 0.9 | 22
CC(C)CNC(=O)NC(=O)COc1ccc(C=O)cc1 | -7 | 2.2 | -0.4 | 0.2 | -1 | / | -2 | 0.8 | 0.8 | 0.8 | 16

The closing 3 records of the section before come first, to join the parts.
SMILES | Lmaj promast | RAM inhibit | Hsp70 activator | DTT redox prof | TLR4-MyD88 BLA | S1P3 antag | G6PDH counter | Diaphorase act | PMI act hi M6P | PMI activator | Diaph inh CS
Cc1cc(Br)ccc1OCCCCN1CCCCC1 | 100* | 1.0 | -0.1 | 0.1 | -4 | -15 | 15 | 0.9 | 0.9 | 0.9 | 10
CCOC(=O)c1c(-c2cccs2)csc1NC(=O)CN1CC(C)OC(C)C1 (stereo not drawn) | 32 | 1.1 | -0.3 | -0.7 | -12 | 36 | 2 | 0.8 | 0.9 | 0.9 | 22
CC(C)CNC(=O)NC(=O)COc1ccc(C=O)cc1 | -7 | 2.2 | -0.4 | 0.2 | -1 | / | -2 | 0.8 | 0.8 | 0.8 | 16
Nc1ncnc(NCc2ccccc2)c1[N+](=O)[O-] | 3 | 3.0 | -0.3 | -0.1 | -2 | -7 | 3 | 0.9 | 0.9 | 1 | 10
COc1cc2oc(=O)c3c(c2cc1OCC(=O)c1c(C)n(C)c2ccccc12)CCCC3 | -3 | 0.6 | 0.1 | 0.0 | -16 | -2 | 1 | 0.9 | 0.9 | 0.9 | 11
Cn1cccc1/C=C1\CC(C(C)(C)C)C/C(=C\c2cccn2C)C1=O (stereo not drawn) | 87* | 2.9 | -0.1 | 1.6 | 14 | / | 0 | 0.7 | 1.2 | 1 | 28
COc1ccc(-c2nc(SCc3ccccc3)n(C(=O)c3ccco3)n2)cc1 | 2 | 6.2 | 0.1 | -3.5 | 1 | / | -34 | 0.8 | 0.9 | 0.9 | 19
CC(C)CSc1n[nH]c(N)n1 | 1 | -0.1 | -0.1 | 1.1 | -14 | -9 | 9 | 0.9 | 1.1 | 1.1 | 6
O=C(O)c1ccc(-n2cccn2)c([N+](=O)[O-])c1 | -9 | 1.8 | 0.4 | -0.8 | -10 | 3 | 9 | 0.9 | 0.9 | 1 | 14
Cc1cc(C(=O)CCC(=O)N2CCN(c3ccccc3F)CC2)c(C)s1 | 0 | 1.2 | -0.3 | -1.9 | 4 | -18 | 9 | 0.9 | 0.9 | 0.9 | 7
CC1(C)COC2(OC1)C(=O)N(CN1CCOCC1)c1ccccc12 | 12 | 2.1 | -0.5 | -0.3 | -6 | -9 | 12 | 0.9 | 0.9 | 0.9 | 14
Cc1ccn2c(NCc3ccccc3)c(-c3cccs3)nc2c1 | 26 | -1.0 | 0.5 | -1.3 | -3 | 1 | -7 | 0.9 | 1 | 1 | 11
O=C(O)COc1ccc2occ(C(=O)c3ccccc3)c2c1 | -6 | 0.1 | -0.2 | 1.4 | 9 | 11 | -19 | 0.9 | 1 | 1 | 10
CC(NCc1cccs1)c1ccccc1 (stereo not drawn) | -3 | -0.5 | 0.1 | -0.3 | 15 | -12 | 26 | 1.2 | 1 | 1.1 | -16
CCCCC(=O)Nc1ccc(C(=O)Nc2cccnc2)cc1 | -2 | 4.5 | -0.1 | -0.6 | -14 | / | 1 | 0.7 | 0.9 | 0.9 | 28
COCCNC(=O)c1ccccc1NC(=O)c1ccccc1N(C)S(C)(=O)=O | 44 | 1.2 | 0.1 | 0.2 | 0 | 7 | -1 | 0.9 | 1 | 1 | 9
COc1cc(OC)c(C2SCCCS2)cc1OC | -3 | 2.0 | 0.0 | -0.6 | 8 | -10 | -2 | 0.9 | 0.7 | 0.9 | 10
Cc1ccc(-n2nc3c([n+]2[O-])CCc2c-3no[n+]2[O-])cc1 | 22 | 1.4 | -0.5 | -0.9 | 1 | 17 | 5 | 1 | 1.1 | 1.1 | -3
Cc1cccc(N2CCN(C(=O)c3cc4c(=O)[nH]c5ccccc5c4n3C)CC2)c1C | 17 | / | 0.2 | 0.2 | 6 | 17 | / | / | / | / | /
CC1(C)N=C2C(=[N+]1[O-])CCC/C2=N\O | 2 | 1.4 | -0.2 | 1.9 | -7 | 6 | 10 | 0.8 | 0.9 | 0.9 | 15
O=C(N/N=C/c1ccccc1F)c1csc2c1CCCC2 | 2 | 2.0 | 0.1 | -4.4 | 0 | / | 0 | 0.9 | 1 | 0.9 | 9
O=C(CS(=O)(=O)c1cn(Cc2cccc(F)c2)c2ccccc12)N1CCCCC1 | 1 | 3.6 | -0.1 | 25 | -11 | / | 7 | 1 | 1.1 | 1 | -3
C/C(=N\N1CCN(C)CC1)c1ccc(OC(F)F)cc1 | -8 | 2.0 | -0.4 | -0.5 | -1 | -27 | 0 | 0.9 | 0.9 | 0.9 | 13

Records listed above marked active in RAM inhibit.
SMILES | RAM inhibit | Hsp70 activator | DTT redox prof | TLR4-MyD88 BLA | S1P3 antag | PMI act hi M6P | PMI activator
CC(/C=C/c1ccc(N(C)C)cc1)=N\N=C(/N)SC1CC(=O)N(c2ccc(C(=O)O)cc2)C1=O (stereo not drawn) | 9.8* | 0.1 | -0.3 | -5 | -8 | 0.9 | 0.9
C=C(C)CNC(=S)Nc1nc2c(cc1C(=O)OCC)CCCC2 | 12* | -0.6 | 0.0 | -16 | -7 | 1.1 | 1.1
